Compound activity from PubChem BioAssay.
GAA glycogen mod: inhibitors or activators of human alpha-glucosidase glycogen cleavage | P10253 | recombinant GAA, glycogen substrate, Amplex Red glucose oxidase fluorescence | Potency, µM (highest dose often 76.4 µM), without a hit: at the highest dose activity change, negative = inhibition, usual class: inhibitors | actives 0.38% (n = 300,000) | AID 2100;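 also: 0% = full enzyme reaction and -100% = no-enzyme basal signal; the screen sought inhibitors and activators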
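Recombinant human enzyme (4 nM); glycogen substrate; 37 C, 40 min, pH 5.0. Readout: coupled glucose oxidase/Amplex Red fluorescence.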
L3MBTL1 block: L3MBTL1 (human) inhibition. Potency, µM (top dose mostly 57.1 µM), for the others: at the top dose activity, negative = inhibition, usual class: inhibitors. AlphaScreen L3MBTL1–H3K9me1 peptide binding. actives 0.66% (n = 230,000). AID 485360. Q9Y468; also: nearly all actives have a fitted effect of over 60% in size
Target sequence (Q9Y468 whole entry, looked up): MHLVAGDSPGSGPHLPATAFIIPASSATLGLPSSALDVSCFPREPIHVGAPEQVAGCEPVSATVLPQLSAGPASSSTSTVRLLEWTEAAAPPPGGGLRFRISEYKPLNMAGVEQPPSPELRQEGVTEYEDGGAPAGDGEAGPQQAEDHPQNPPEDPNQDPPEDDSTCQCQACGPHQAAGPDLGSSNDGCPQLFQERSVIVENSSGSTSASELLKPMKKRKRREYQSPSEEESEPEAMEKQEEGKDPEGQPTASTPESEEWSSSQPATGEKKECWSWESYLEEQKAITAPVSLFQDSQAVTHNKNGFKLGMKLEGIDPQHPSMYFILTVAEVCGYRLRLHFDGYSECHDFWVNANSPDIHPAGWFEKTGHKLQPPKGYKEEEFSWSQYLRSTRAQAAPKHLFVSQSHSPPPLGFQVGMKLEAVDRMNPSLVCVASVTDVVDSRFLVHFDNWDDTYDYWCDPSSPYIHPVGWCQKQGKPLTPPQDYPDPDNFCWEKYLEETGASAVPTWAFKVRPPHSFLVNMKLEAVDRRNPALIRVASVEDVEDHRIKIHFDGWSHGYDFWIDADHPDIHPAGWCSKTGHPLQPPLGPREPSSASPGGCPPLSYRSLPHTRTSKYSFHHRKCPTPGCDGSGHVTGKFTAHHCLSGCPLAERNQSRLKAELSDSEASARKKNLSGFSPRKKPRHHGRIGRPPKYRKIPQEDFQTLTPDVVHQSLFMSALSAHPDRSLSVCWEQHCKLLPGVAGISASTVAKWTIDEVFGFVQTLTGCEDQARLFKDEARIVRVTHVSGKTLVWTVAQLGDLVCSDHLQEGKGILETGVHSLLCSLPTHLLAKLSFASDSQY
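L3MBTL1 (50 nM) pre-complexed 30 min with biotinylated H3(1-15)K9me1 peptide (75 nM), then compounds added for 30 min at room temperature; AlphaScreen streptavidin donor/nickel chelate acceptor beads (10 ug/mL final) read after 30 min dark incubation.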
TRb SRC2 PPI: inhibitors of human thyroid hormone receptor beta-SRC2 interaction. P10828. TRbeta-SRC2 peptide binding, fluorescence polarization; receptor liganded with 1 µM T3. Potency, µM (titrated, usually from 106 µM), for the others: at the highest dose activity change, negative = inhibition, hits mostly inhibitors. actives 0.065% (n = 280,000);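 also: plate controls were bound peptide for no effect and peptide without receptor for full effect; nearly all actives have a fitted effect of over 50% in size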
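A fluorescence polarization screen tested compounds at multiple concentrations against complex formation between 0.6 uM TRb ligand-binding domain and 20 nM Texas Red SRC2 peptide, with 1 uM T3 present; readout after 5 hr.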
RECQ1 helicase: inhibitors of human RECQ1 DNA helicase; RECQ1 DNA unwinding, red fluorescence kinetic read; Potency, µM (series often up to 57.3 µM), for inactives: at the highest dose activity, negative = inhibition, usual class: inhibitors; AID 2549; actives 0.54% (n = 240,000); P46063;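 also: plate controls were vehicle for no effect and no enzyme for full effect; nearly all actives have a fitted effect of over 30% in size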
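RECQ1T1 50 nM; forked duplex (20 bp + 30-nt ss tails) 200 nM, ATP 2 mM final; pH 8.0, 2 mM MgCl2, 2.5 ug/ml poly(dI-dC); 15 min compound preincubation; discontinuous kinetic read over 2 h at RT.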
aGlu spleen mod: lysosomal alpha-glucosidase (human) modulation; actives 0.006% (n = 240,000); P10253; human spleen homogenate, 4-MU-alpha-glucoside fluorescence; Potency, µM (top dose mostly 79.9 µM), inactives show at the top dose activity change, negative = inhibition, actives largely listed as inhibitors; AID 2112;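 also: 0% = enzyme with vehicle and -100% = no enzyme basal signal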
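Human spleen homogenate (1 ug) incubated with compounds and 1 mM 4-methylumbelliferyl-alpha-D-glucopyranoside in pH 5.0 citrate/phosphate buffer, 37 C, 40 min. Stopped at pH 10; 4-MU fluorescence (Ex 365/Em 440 nm); AC50 by Hill fit.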
RGS12 GoLoco inh: RGS12 GoLoco-Gai1 interaction inhibition. Potency, µM (series often up to 61.6 µM), without a hit: at the top dose activity, negative = inhibition, hits mostly inhibitors. Gai1:RGS12 GoLoco peptide FP, rhodamine, 10 min. actives 0.44% (n = 230,000). AID 880. P63096; active = well fitted inhibition curve with a large enough effect, not every such curve was filed as active; inactive = no such curve, though single readings can be large or run the other way; also: nearly all actives have a fitted effect of over 30% in size; many of its hits are not listed in these tables
GAA inh: inhibitors of human lysosomal alpha-glucosidase; P10253; purified human GAA, 4-MU-alpha-glucoside fluorescence; Potency, µM (titrated, usually from 76.9 µM), for inactives: at the top dose activity change, negative = inhibition, usual class: inhibitors; actives 0.005% (n = 200,000); AID 1466;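 also: plate controls were uninhibited enzyme wells for no effect and no-enzyme background for full effect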
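Fluorescence at Ex 365/Em 440 nm from 4-methylumbelliferone reported enzyme activity after 20 min at room temperature. Reactions used 4 nM enzyme and 400 uM substrate at pH 5.0; curves fitted with the Hill equation.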
TR SRC2 fluor cs: alters Texas Red total fluorescence, flagging assay interference; AID 1479; TRb/SRC2 Texas Red total fluorescence interference; Potency, µM (series often up to 106 µM), without a hit: at the highest dose fluorescence change, negative = quenching; actives 0.29% (n = 280,000); active = well fitted curve in either direction with a large enough effect; inconclusive = small, poorly fitted or top-dose-only effect
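Flags fluorescent or light-absorbing compounds by total fluorescence, S + 2P, at 555 nm excitation and 632 nm emission. Mixture: 20 nM Texas Red SRC2 peptide, 0.6 uM human TRb LBD, 1 uM T3, 5% DMSO; compound exposure 5 h at ambient temperature.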
The depositor's hits bear a star; i = inactive; ? = inconclusive; . = not tested or not shown; & = joins results of further samples; [ ] = another dose, or the depositor's remark. Unless noted, calls follow the shape of the dose curve; as a rule, active = well fitted curve in the direction sought with a large enough effect; inconclusive = small, poorly fitted or top-dose-only effect, or another doubt; inactive = no such curve, though single readings can be large; an effect the other way counts as inactive or inconclusive. Unless noted, % is scaled to controls: 0 for no effect and ±100 for the full control effect; potency is read from the fitted curve at half-maximal effect. Not all compounds are listed. The share of hits here may be higher or lower than overall.

SMILES	GAA glycogen mod	L3MBTL1 block	TRb SRC2 PPI	RECQ1 helicase	aGlu spleen mod	RGS12 GoLoco inh	GAA inh	TR SRC2 fluor cs
COC(=O)C(O)(CC(=O)Nc1cccc(SC)c1)C(F)(F)F (stereo unspecified)	-5%	-1%[11.4 µM]	11%	11%	-4%	7%	-4%	1%
CC(CO)NCC12CC3CC(CC(C3)C1)C2 (stereo unspecified)	25%	8%	1%	i	3%	5%	-9%	-1%
CN1CCN(S(=O)(=O)c2ccc3c(c2)NC(=O)C2CCCN32)CC1 (stereo unspecified)	?	5%	6%	i	-3%	11%	-2%	4%
Cc1cc(C(=O)OCC(=O)N2CC(=O)Nc3ccccc32)c(C)n1-c1ccc(F)cc1	8%	-5%	2%	0%	1%	6%	-7%	9%
COc1cccc2c3c(c(C)nc12)CC(CO)O3 (stereo unspecified)	.	.	-5%	1%	-10%	8%	.	0%
O=C1CCC[C@@H](C(C(=O)OCc2ccccc2)C(=O)OCc2ccccc2)C1	.	.	3%[11.2 µM]	1%[11.5 µM]	1%[17.4 µM]	.	.	-3%[11.2 µM]
Cc1ccccc1OCC(=O)Nc1sc(C(=O)Nc2cccc(C)c2C)c(C)c1C#N	-14%	-10%	-10%	16%	12%	-3%	0%	-1%
Cc1ccc(OCC(=O)N2CCN(C(=O)c3ccco3)CC2)cc1	-8%	7%	-9%	i	-9%	6%	8%	-1%
CCN(CC)S(=O)(=O)c1ccc(N2CCCC2)c(NS(=O)(=O)c2ccc(OC)cc2)c1	4%	-15%	-6%	-3%	-10%	9%	-4%	0%
O=C(NCc1ccco1)c1ccccc1-c1nc(-c2ccc(F)cc2)no1	4%	3%	2%	-4%	2%	2%	?	-1%
CC(C)(O)C#Cc1ccc(C(=O)N2CCN(C(=O)c3ccco3)CC2)cc1	1%	8%	-11%	-5%	-7%	2%	5%	-3%
CCOC(=O)C1=C(CSc2n[nH]c(N)n2)NC(=O)NC1C (stereo unspecified)	-1%	8%	0%	-15%	1%	5%	-3%	2%

Some values from above:
COc1cccc2c3c(c(C)nc12)CC(CO)O3 (stereo unspecified) in TR SRC2 fluor cs is listed with 0%
Cc1ccccc1OCC(=O)Nc1sc(C(=O)Nc2cccc(C)c2C)c(C)c1C#N in RECQ1 helicase is listed with 16%

Returning to the listing; the three compounds before the break are reprinted first.
SMILES	GAA glycogen mod	L3MBTL1 block	TRb SRC2 PPI	RECQ1 helicase	aGlu spleen mod	RGS12 GoLoco inh	GAA inh	TR SRC2 fluor cs
O=C(NCc1ccco1)c1ccccc1-c1nc(-c2ccc(F)cc2)no1	4%	3%	2%	-4%	2%	2%	?	-1%
CC(C)(O)C#Cc1ccc(C(=O)N2CCN(C(=O)c3ccco3)CC2)cc1	1%	8%	-11%	-5%	-7%	2%	5%	-3%
CCOC(=O)C1=C(CSc2n[nH]c(N)n2)NC(=O)NC1C (stereo unspecified)	-1%	8%	0%	-15%	1%	5%	-3%	2%
O=C(CCC(=O)N(CC(=O)NC1CCCC1)C1CCCCC1)Nc1ccccn1	9%	3%	-1%	25%	-4%	16%	11%	3%
Cc1cc(NC(=O)CCC2COc3ccccc3O2)no1 (stereo unspecified)	-2%	6%	1%	-15%	-5%	9%	-4%	-3%
COc1ccc(/C=N/NC(=O)CC(=O)NCc2cccnc2)c(OC)c1	15%	6%	2%	-5%	3%	6%	-8%	-1%
Cc1cccn2c(/C=N/OCc3cccc(F)c3)c(-c3ccc(Cl)cc3)nc12	-10%	14%	0%	12%	-9%	4%	-4%	-8%
Cc1ccc(C(=O)NNC(=O)OC(C)(C)C)c(Cl)c1	3%	.	-5%	-7%	-8%	1%	1%	1%
Cc1occc1-c1nnc(SCC(=O)NCCc2ccccc2)n1C(C)c1ccccc1 (stereo unspecified)	0%	-1%	8%	8%	-18%	3%	-4%	-3%
O=C(NCc1ccccc1)N(Cc1nc2ccccc2c(=O)[nH]1)C1CCCC1	7%	-2%	3%	-2%	3%	3%	1%[15.4 µM]	4%
CCOC(=O)c1cccnc1SCC(=O)NC(C)CC (stereo unspecified)	4%	5%	-11%	-10%	-9%	1%	-2%	1%
FC(F)(F)c1cccc(Cn2nnnc2-c2cccc(C(F)(F)F)c2)c1	-3%	13%	-2%	-7%	-1%	-6%	-16%	0%
C#CCOCCOCCOCCNc1nc(N2CCN(C(=O)[C@H]([C@@H](C)CC)n3cc([C@@H](N)CO)nn3)CC2)nc(N2CCN(C(=O)[C@H](CCCCN)n3cc([C@@H](N)CC(C)C)nn3)CC2)n1	15%	-20%	-8%	6%	4%	7%	.	1%
CC(C)(C)c1nnc2sc(SCCN3C(=O)c4ccccc4C3=O)nn2c1=O	7%	2%	-3%	i	1%	15%	0%	1%
Nc1nc2c(nc(Sc3ccc(Cl)cc3)n2C2OC(CO)C(O)C2O)c(=O)[nH]1 (stereo unspecified)	.	.	-4%	3%	-3%	9%	.	-3%
O=C(Nc1nc(-c2cc3ccccc3o2)cs1)c1ccc(S(=O)(=O)N2CCCC2)cc1	4%	2%	-6%	3%	0%	11%	?	-4%
CCCN1CCN(C(=O)c2ccc(Sc3ccc(C)cc3)c(NC(C)=O)c2)CC1	-5%	-1%	-6%	-2%	2%	12%	0%	-2%
Cc1ccc(NC(=S)N(CCCN2CCCC(C)C2)Cc2ccco2)cc1C (stereo unspecified)	3%	19%	1%	i	-4%	7%	-10%	-2%
CCOc1ccc(-c2nnn(CC(=O)NCc3ccccc3)n2)cc1	8%	-8%	3%	i	.	6%	-6%	-3%
COC(=O)CSc1ccc2nnc(CCNS(=O)(=O)c3ccc(C)cc3)n2n1	4%	.	5%&-5%	-2%	3%	8%	-6%	-1%&-1%
Cc1sc2ncnc(SCC(=O)NNC(=O)c3ccco3)c2c1C	-3%	8%	-7%	12%	-3%	9%	-3%	-2%
CC(C)N(Cc1ccccc1)C(=S)Nc1ccc(F)cc1	-5%	4%	-1%	i	3%	14%	2%	1%
Cc1ccsc1C1Nc2ccccc2C(=O)N1O (stereo unspecified)	?	-4%	2%	-18%	-4%	3%	-1%	-3%
Cc1cc(C)c([C@@H]2C[C@H]3CN(C4CCCC4)C(=O)[C@]34CCCN24)c(-n2cccn2)c1	-3%	-16%	5%	28%	-1%	2%	.	2%
COC(=O)Cn1c(CN(Cc2ccccc2)Cc2ccccc2)nc2c1c(=O)[nH]c(=O)n2C	6%	-5%	-5%	-4%	-11%	2%	-3%	-2%
c1cncc(CNc2nc(-c3ccoc3)nc3ccccc23)c1	.	.	-2%	-20%	10%	1%	.	-2%
Cn1c(C(=O)N2CCN(C(=O)c3ccco3)CC2)cc2c(=O)n(C)c3ccccc3c21	1%	0%	3%	-1%	1%	2%	0%[15.4 µM]	-4%
CCCNC(=O)N1CCN(Cc2ccco2)CC1	2%	1%	10%	i	9%	1%	-6%	-2%
Cn1c(CN2CCOCC2)nnc1SCc1ccc(C#N)cc1	-6%	9%	3%	i	0%	-9%	9%	-1%
CC(=O)C1=C(c2ccccc2)NC(=S)NC1c1ccc(O)c(O)c1 (stereo unspecified)	3.2µM*	?	-6%	?	-1%	0%	4%	3%
COc1ccc(-n2c(C)cc(=O)c3c2CC(C)(C)CC3=O)cc1	3%	5%	3%	5%	-9%	5%	-4%	-3%
Cc1ccc(-n2nnnc2SCC(=O)Nc2cccc(NC(=O)c3ccco3)c2)cc1C	2%	-1%	-4%	-8%	-2%	.	?	0%
Cc1cc(CCCCCCCCc2cc(C)cc(=O)o2)oc(=O)c1	-7%	-4%	-8%	3%	0%	-8%	-3%	-3%
Cc1ccc(Oc2ccc(OCC(=O)NC(CC(C)C)C(=O)O)cc2)cc1 (stereo unspecified)	26%	1%	-6%	i	-5%	8%	4%	-1%
Cn1c2ccc(F)cc2c2ncn(CCCN(CCO)CCO)c(=O)c21	10%	.	-3%	22%	-8%	-5%	2%	-2%
CCN(CC)c1ccc(/C=c2\sc3nnc(-c4ccccc4Cl)n3c2=O)cc1	5%	.	10%	-24%	1%	-73%	-5%	4%
C(=Nc1ccc(N2CCOCC2)cc1)c1c[nH]c2ccccc12	-14%	-12%	?	4%	-9%	-4%	.	-2%
CCOC(=O)C1CCCN(S(=O)(=O)c2ccc(C)cc2)C1 (stereo unspecified)	-3%	12%	0%	i	6%	-5%	-2%	-2%
Cc1[nH]n(-c2nc(-c3cccc([N+](=O)[O-])c3)cs2)c(=O)c1C	10%	-9%	2%	-5%	3%	2%	0%	-2%
COC(=O)c1sc(N)c(C(=O)OC)c1COC(=O)[C@@H](NS(=O)(=O)c1cccc(Cl)c1)C(C)C	10%	-6%	-1%	-14%	-4%	-6%	?	-2%
COc1ccc(N(CC(=O)NN=C2CCCCCCC2)S(=O)(=O)c2ccccc2)cc1Cl	-6%	.	-14%	1%	2%	9%	-7%	1%
CCOc1ccc2[nH]c(=O)c(CN(CCN3CCCC3)C(=S)Nc3ccccc3OC)cc2c1	3%	-12%	7%	12%	-3%	7%	?	-1%
O=C1c2ccccc2C(=O)N1CCc1nc2ccccc2c(=O)n1Cc1ccco1	4%	1%	3%	-14%	-3%	8%	?	-2%
COc1ccc(C(=O)C[n+]2ccccc2/C=N/O)cc1	6%	5%	-5%	-6%	-6%	5%	1%	0%
Cc1ccc(Cn2nc(C)c(NC(=O)C3CC3)c2C)cc1	7%	-16%	-8%	-2%	-4%	3%	4%	2%
Cn1c(=O)oc2cc(S(=O)(=O)Nc3ccc(Cl)cc3F)ccc21	-2%	-1%	-1%	1%	-11%	5%	-7%	-4%
CCc1ccccc1N1C(=O)C2C3CC(=O)C(c4ccccc43)C2C1=O (stereo unspecified)	14%	1%	1%	-6%	1%	5%	17%	-1%
O=c1[nH]c(SCc2ccccc2Cl)nc2[nH]ncc12	-11%	11%	-8%	-2%	5%	-11%	0%	1%
